HTT ATP protect = Huntington cell model cytoprotection by ATP luminescence. PC12 HTT-Q103 induced, cytoprotection, ATP luminescence, 40 h. Potency, µM (top dose mostly 56.4 µM), without a hit: cytoprotection (ATP increase), usual class: activators. hit rate 0.14% among 230,000. AID 1471;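 also: potency is read from the fitted curve at half-maximal effect; % of control where 0% means no effect; nearly all actives have a fitted effect of over 45% in size; toxic huntingtin expression switched on by the ecdysone agonist tebufenozide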
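Compounds were screened for protection of PC12 cells against cell death after tebufenozide induction (100 nM final) of mutant Huntingtin exon 1 (Q103) fused to GFP.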
IMPase Li cell = cell-permeable IMPase inhibitors with lithium potentiation. CHO-M1 cells, IP1 TR-FRET (IP-One), carbachol + lithium. Potency, µM (top dose mostly 59.4 µM), for inactives: at the top dose activity, negative = IMPase inhibition, hits mostly inhibitors. hit rate 0.35% among 210,000;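 also: IP1 builds up when IMPase is blocked and the TR-FRET signal falls; potency is read from the fitted curve at half-maximal effect; plate controls were basal vehicle for no effect and high inhibitor control for full effect; nearly all actives have a fitted effect of over 50% in size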
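Lithium-sensitised IP1 accumulation assay; M1-expressing CHO cells treated 30 min at 37C with compound. Competitive antibody detection by time-resolved FRET followed a 10 min room-temperature lysis step.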
CBFb-RUNX1 inh = CBF-beta/RUNX1 interaction disruption; Potency, µM (top dose mostly 59.8 µM), without a hit: at the top dose activity, negative = inhibition, most hits filed as inhibitors; AlphaScreen CBFb-His/RUNX1-biotin binding, biochemical; 230,000 tested, under 10 active; also: % of control where 0% means no effect
Target sequence (Q01196 whole entry, looked up): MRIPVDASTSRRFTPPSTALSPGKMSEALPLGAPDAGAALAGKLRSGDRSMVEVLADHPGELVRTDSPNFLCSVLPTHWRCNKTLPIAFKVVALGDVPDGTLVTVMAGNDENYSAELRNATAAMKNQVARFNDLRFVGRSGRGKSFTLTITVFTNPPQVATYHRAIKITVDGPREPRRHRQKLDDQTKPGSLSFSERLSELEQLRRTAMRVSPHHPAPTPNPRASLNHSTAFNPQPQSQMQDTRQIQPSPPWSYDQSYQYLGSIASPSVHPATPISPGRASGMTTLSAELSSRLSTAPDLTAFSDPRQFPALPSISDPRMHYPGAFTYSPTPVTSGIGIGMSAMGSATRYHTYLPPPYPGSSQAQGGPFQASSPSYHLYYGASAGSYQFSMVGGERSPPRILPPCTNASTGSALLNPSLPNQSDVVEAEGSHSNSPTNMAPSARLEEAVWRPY
Target sequence (Q13951 whole entry, looked up): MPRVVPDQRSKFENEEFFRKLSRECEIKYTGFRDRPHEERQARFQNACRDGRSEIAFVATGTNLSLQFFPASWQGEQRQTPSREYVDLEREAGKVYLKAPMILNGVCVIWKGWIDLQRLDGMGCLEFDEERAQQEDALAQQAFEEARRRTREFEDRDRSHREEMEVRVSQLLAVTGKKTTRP
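His-tagged CBF-beta and biotinylated RUNX1 (30 nM each) were premixed 20 min at room temperature, exposed to compound for 15 min, then given nickel-chelate and streptavidin AlphaScreen beads (50 ng each). After 90 min, AlphaScreen signal was read.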
SMN2 splice up = increases expression of the SMN2 splice variant; hit rate 2.8% among 210,000; HEK293 SMN2-luciferase splicing reporter, luminescence, 30-36 h; Potency, µM (series often up to 46.1 µM), for inactives: top-dose activity change, positive = activation, most hits filed as activators; also: potency is read from the fitted curve at half-maximal effect; % of control where 0% means no effect; nearly all actives have a fitted effect of over 55% in size
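HEK293 cells carry an SMN2 […]–luciferase reporter in which exon 7 inclusion puts luciferase in frame. Cells were plated 10-12 h before compound addition, then incubated 30-36 h at 37C. ONE-Glo luminescence was read; sodium butyrate at 4.5 mM final served as control.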
LMNA splice mod = modulators of lamin A splicing; HeLa LMNA splicing GFP/RFP minigene ratio, 48 h; Potency, µM (doses to about 46.1 µM), inactives show at the highest dose ratio change, negative = inhibition, usual class: inhibitors; hit rate 0.01% among 200,000; AID 1487; active = well fitted inhibition curve with a large enough effect in the signal ratio, with a control signal flat, not every such curve was filed as active; inconclusive = small, poorly fitted or top-dose-only effect, or effect the other way, or a change in a side signal; the % refers to the signal ratio; also: potency is read from the fitted curve at half-maximal effect; % is scaled to controls: 0 for no effect and ±100 for the full control effect
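Read-out is the ratio of GFP to DsRed2 object intensity, acquired by 488 nm laser-scanning cytometry on HeLa lamin A-EGFP minigene reporter cells. Compound incubation 48 hrs at 37 °C in Opti-MEM with 2% FBS; DMSO 0.5% final.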
HttQ103 aggreg = mutant huntingtin aggregation inhibition | PC12 HttQ103-GFP aggregates, Acumen cytometry, 40 h | Potency, µM (highest dose often 46.1 µM), for inactives: at the top dose activity change, negative = inhibition, usual class: inhibitors | hit rate 1.1% among 220,000 | AID 1688; also: potency is read from the fitted curve at half-maximal effect; % is scaled to controls: 0 for no effect and ±100 for the full control effect; nearly all actives have a fitted effect of over 60% in size
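Using laser scanning cytometry, GFP-positive aggregates were counted after lysis of PC12 cells induced with 100 nM tebufenozide to express HTT exon 1 Q103–GFP. Compounds were tested in titration.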
Luc counter = Kinase-Glo luciferase inhibition (counter-screen); Potency, µM (titrated, usually from 38.3 µM), inactives show at the top dose activity change, negative = inhibition, most hits filed as inhibitors; Q27757; Kinase-Glo luciferase, ATP luminescence, 8 min; hit rate 0.28% among 200,000; also: potency is read from the fitted curve at half-maximal effect; % is scaled to controls: 0 for no effect and ±100 for the full control effect; nearly all actives have a fitted effect of over 60% in size
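Substrate mix (final 50 mM imidazole pH 7.2, 50 mM KCl, 7 mM MgCl2, 10 uM ATP, 0.01% Tween 20, 0.05% BSA) plus pin-tool compound, then Kinase-Glo detection mix; 8 min ambient, luminescence read.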
Numbers without * were called inactive; ? = inconclusive; / = not tested or not shown; & = joins results of further samples; [ ] = another dose, or the depositor's remark. Unless noted, calls follow the shape of the dose curve; as a rule, active = well fitted curve in the direction sought with a large enough effect; inconclusive = small, poorly fitted or top-dose-only effect, or another doubt; inactive = no such curve, though single readings can be large; an effect the other way counts as inactive or inconclusive.

Each structure is followed by: HTT ATP protect, IMPase Li cell, CBFb-RUNX1 inh, SMN2 splice up, LMNA splice mod, HttQ103 aggreg, Luc counter
Cc1ccc(N2C(=O)C(CN3CCCCC3)C2c2ccccc2)cc1 (stereo not given)
→ -32%[1.9 µM], 18%, -1%, -17%, -10%[46 µM], 11%[9.22 µM], -2%
O=C(Cn1c(NCCO)nc2ccccc21)c1ccccc1
→ /, -7%, -6%, 8%, 4%, 6%, 0%
O=C(CSc1nnc(-c2ccco2)n1-c1ccccc1)NCCc1ccccc1
→ -1%, 0%[38.3 µM], -6%, -13%, 11%, 4%, 0%
CCO[Si](CCCN)(OCC)OCC
→ -8%, 11%, ?, 4%, /, /, /
CCCCCC(O)CCCC(=O)O (stereo not given)
→ 17%&-25%, -3%&-5%&-10%, -1%&7%&22%, -22%&18%&1%, -19%, /, -4%
O=C(NCCCn1ccnc1)C(=O)NCC1OCCCN1S(=O)(=O)c1ccc(F)cc1 (stereo not given)
→ -15%, -5%, 7%, 2%, ?, 6%, 10%
COc1ccc(Oc2ncc3nc(C)c(=O)n(CCc4ccccc4)c3n2)cc1
→ -5%, -13%, /, -9%, /, /, 1%
Cc1c(C(c2ccc(O)cc2)c2c(C)n(C)n(-c3ccccc3)c2=O)c(=O)n(-c2ccccc2)n1C
→ -9%, 4%, 1%, -17%, 11%[9.22 µM], 12%, 3%
O=C1c2ccccc2C(=O)N1OCc1cccc(Cl)c1
→ 0%, 29%[38.3 µM], 4%, -20%, -3%, 32%, 18%
COc1ccc(OC)c(NC(=O)CCN2CCC(C)CC2)c1
→ 1%[10 µM], 15%[38.3 µM], -2%, -4%, 18%, -5%, -5%
CCOC(=O)C1=C(O)C(=O)N(c2ccc(S(N)(=O)=O)cc2)C1c1ccc(Br)cc1 (stereo not given)
→ 27%[10 µM], /, -7%, /, /, 11%[9.22 µM], /
CCn1c(SCc2cc(=O)n3ccsc3n2)nc2ccccc21
→ -76%[inhibitor], -2%, -20%, 7%, -6%[46 µM], -11%, -3%
CS(=O)(=O)Nc1nc2n(n1)C(c1ccccc1)C=C(c1ccc(Br)cc1)N2 (stereo not given)
→ 43%[10 µM], -4%, 19%, 1%, -17%, ?, 0%
Cc1cc(C)c(C)c(S(=O)(=O)Nc2ccc(O)cc2)c1C
→ 10%[1.9 µM], 25%[38.3 µM], 3%, -29%, ?, ?, -2%
O=C(c1ccc(S(=O)(=O)N2CCC(c3nc4ccccc4[nH]3)CC2)cc1)N1CCOCC1
→ -31%, -7%[38.3 µM], -8%, 11%, 3%, -28%, 12%
Cc1nc(NC(C)C(=O)O)c2nc(C)oc2n1 (stereo not given)
→ -15%, 10%[38.3 µM], -1%, -16%, 3%, -11%, -2%
O=C(Cn1nc(-c2ccccc2)ccc1=O)Nc1ccc(NC(=O)c2ccccn2)cc1
→ /, -3%, 10%, 4%, /, 40%, -2%
CCn1c(SCC(=O)Nc2cc(C)nn2-c2ccccc2)nnc1-c1cccs1
→ 5%[10 µM], /, 0%, /, /, -8%[9.22 µM], /
Cn1nnnc1SCC(=O)N(C1CCCCC1)C1CCS(=O)(=O)C1 (stereo not given)
→ /, -9%, -3%, 12%, /, 26%, 0%
COCCCNC(=O)c1ccc2c(c1)ncn2-c1ccccc1OC
→ 4%[1.9 µM], 21%[38.3 µM], 12%, -5%, 8%, -22%, -8%
CC(=O)Nc1cccc(-n2nnc(SCC(=O)N(C)c3ccccc3)n2)c1
→ 11%[10 µM], /, 3%, /, /, 25%[9.22 µM], /
Cc1ccc(CNC(N)=S)cc1
→ 17%, 26%[38.3 µM], 3%, -3%, 5%, 29%, -2%
C=CCc1cccc(CNc2nc3ccccc3n2CCC)c1O
→ -34%, 9%[38.3 µM], 9%, -30%[inhibitor], ?, ?, -3%
O=C1CC(=O)C(n2cncn2)C(c2ccc(Cl)cc2)C1 (stereo not given)
→ 30%[10 µM], -9%, 0%, 7%, -2%, -5%, 4%
O=C(COc1ccccc1)NCC(=O)Nc1ccc(S(=O)(=O)NCc2ccco2)cc1
→ -4%, 24%[38.3 µM], -2%, ?, -2%, 13%, -4%
CCOc1ccc2nc(NC(=O)C3CCN(S(=O)(=O)c4cnc[nH]4)CC3)sc2c1
→ -27%, 15%[38.3 µM], 1%, -6%, 12%, -12%, -1%
COc1ccc2c(Cn3cnc4cc([N+](=O)[O-])ccc4c3=O)cc(=O)oc2c1
→ -7%[10 µM], /, -5%, /, /, 15%[9.22 µM], /
CCOCCCNC(=S)Nc1ccc2nc(N3CCCC3)cc(C)c2c1
→ 3%[10 µM], 4%, -4%, 1%, 6%, -10%, -5%
Cc1cc(C)n(-c2nc3ccccc3c(=O)n2OC2CCCCC2)n1
→ -2%[0.074 µM], /, 3%, /, -3%, -9%, /
N#Cc1cccc(-c2nc(Nc3ccncc3)c3ccccc3n2)c1
→ -64%[inhibitor], 2%, /, -6%, 17%, /, -3%
O=C(N/N=C/c1cc(Br)cc(Br)c1O)c1cccc(N2CCCC2=O)c1
→ -3%[10 µM], -12%, -13%, /, ?, -11%[9.22 µM], 0%
CC(=O)c1cccc(CN2CCN(Cc3ccc(F)cc3)C(CCO)C2)c1 (stereo not given)
→ 20%[10 µM], 17%, 11%, /, -12%[46 µM], 6%[9.22 µM], -1%
O=C1CC(C(=O)O)S/C(=N\NC(=O)c2ccccc2)N1 (stereo not given)
→ 2%[10 µM], -13%, 17%, -22%, -7%, -6%, 4%
CCN1CCN(CCNC(=O)c2ccc(CS(=O)(=O)c3c(Cl)cccc3Cl)o2)CC1
→ 7%, 7%[38.3 µM], 1%, -3%, -3%, ?, 4%
O=C(Nc1nccs1)c1ccc(CSc2nnnn2-c2ccccc2)cc1
→ -35%[inhibitor][0.074 µM], 7%[38.3 µM], 2%, -18%, ?, ?, 2%
COc1ccc(C(=O)/C(=C\c2ccco2)N2C=CC=CC2=C(C#N)C#N)cc1
→ ?, 26%[38.3 µM], -4%, -67%[inhibitor], ?, 6.3µM*, -2%
COc1cccc(NS(=O)(=O)c2ccc3[nH]cc(C(=O)NCCC(C)C)c(=O)c3c2)c1
→ -20%, 7%[38.3 µM], -7%, -51%[inhibitor], ?, -22%, 2%
COc1cc(/C=N/NC(=O)c2ccc(CSc3nc4ccccc4[nH]3)cc2)ccc1O
→ /, 8%, -9%, 5%, ?, 21%, -1%
CCCCc1nc2c(c3c1C[C@H](C)OC3)CN(C(=O)N[C@H](C(=O)OC)C(C)C)CC2
→ 5%[10 µM], -10%, 0%[13.1 µM], -8%[9.22 µM], 1%[9.22 µM], /, -1%[7.66 µM]
CN1CCCC(OC(=O)c2cccc(S(=O)(=O)N3CCCCCC3)c2)C1 (stereo not given)
→ 25%[10 µM], /, -4%, /, /, 17%[9.22 µM], /
O=C(CSc1cccc2cccnc12)N/N=C/c1ccc(F)cc1
→ 3%[10 µM], /, -2%, /, ?, -2%[9.22 µM], /
CN(Cc1nc(-c2ccccn2)no1)S(=O)(=O)c1ccc(Cl)cc1
→ 5%, 4%[38.3 µM], 12%, -5%, -2%, -18%, -2%
COc1cccc(C2CC(c3ccccc3OC)n3ncnc3N2)c1 (stereo not given)
→ 11%, 25%[38.3 µM], 0%, 14%, 11%, 14%, 5%
CSc1cc(-c2ccccc2)n(Cc2ccccc2Cl)c(=O)c1C#N
→ 2%, 20%[38.3 µM], 4%, 13%, 6%, -3%, -5%
N#CCSc1nnc2c(Cl)cc(Cl)cn12
→ -30%, 5%[38.3 µM], 5%, -4%, 4%, 11%, 0%
Cc1ccc(/C=C/C(=O)O)cc1S(=O)(=O)N(C)CCO
→ 26%[10 µM], 0%, -2%, -3%, -2%, -3%, 4%
O=C(NCC1CCCO1)c1ccc2c(c1)N(Cc1ccccc1)C(=O)CS2=O (stereo not given)
→ -4%, 27%[38.3 µM], 4%, 27%, -1%, 9%, 0%
CCOC(=O)C1=C(C)NC(C)=C(C(=O)OCC)C1C(=O)OCC(=O)N(CC)C1CCS(=O)(=O)C1 (stereo not given)
→ -28%, 4%, 20%, 3%, 1%[9.22 µM], 12%, -4%
COc1cccc(-c2nc(CS(=O)(=O)CC(=O)Nc3c(C)cccc3C)c(C)o2)c1
→ -5%, 23%[38.3 µM], 7%, -2%, -3%, -6%, -1%
C#CC1(O)CC(C)N(C)C(C)C1 (stereo not given)
→ -1%[10 µM], 18%[38.3 µM], 8%, 23%, -11%, -4%, -1%

Next records follow:
Each structure is followed by: HTT ATP protect, IMPase Li cell, CBFb-RUNX1 inh, SMN2 splice up, LMNA splice mod, HttQ103 aggreg, Luc counter
Cc1cc2ncn(C(=O)c3c(-c4ccccc4)noc3C)c2cc1C
→ -10%, 36%[activator][38.3 µM], 6%, ?, 4%, 10%, 5%
CC(C)Oc1snc(Cl)c1C(N)=O
→ 19%, 13%[38.3 µM], 1%, 3%, 6%, -12%, 2%
COc1ccc(CNC(=O)C(NC(C)=O)C(=O)Nc2ccc(OC)cc2)cc1 (stereo not given)
→ 7%, -7%[38.3 µM], 3%, -18%, 6%, -3%, -1%
CCN(NC(=O)C(O)(c1ccccc1)c1ccccc1)C(=O)c1ccccc1
→ 15%[1.9 µM], -3%, 1%, 18%, -1%, -9%, -1%
O=C(Nc1nc(-c2ccco2)c(-c2ccco2)s1)C1CCC1
→ -3%[10 µM], 9%, ?, 13%, ?, -22%, -4%
O=C(COc1ccccc1F)NCc1nc2ccccc2[nH]1
→ -10%, 2%, 7%, -1%, ?, 6%, -1%
CCOC(=O)N1N=C(c2ccccc2)CC1(O)C(C)(F)F (stereo not given)
→ /, 11%, 1%, 8%, 10%[46 µM], /, -1%
COc1ccc(CCNC(=O)Cc2cc(OC)c(OC)cc2[N+](=O)[O-])cc1OC
→ -16%, -2%[38.3 µM], 12%, 16%, 15%, 0%, 3%
CCOc1ccc(NC(=O)C2CCC(CNc3c(N4CCOCC4)c(=O)c3=O)CC2)cc1 (stereo not given)
→ -20%, -1%[38.3 µM], -5%, -10%, 10%, 8%, -1%

High-throughput results: PubChem BioAssay, National Center for Advancing Translational Sciences (NCATS)
